PKA-R1A activ = activators of PKA-R1A holoenzyme, primary screen, biochemical, fluorescence polarization, Cy5-IP20, bovine R1A, mouse PKAc; 0.083% of 340,000 active; cAMP-dependent protein kinase type I-alpha regulatory subunit (Bos taurus) + …; activation, % at 11.4 µM; PKA-R1A dissociation; scaled: DMSO 0%, 113 µM cGMP 100%;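 active = percent activation above the mean of all tested compounds plus 3 SD, cut at about 19% in these data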;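 note: higher means more PKAc released from R1A so a rise in polarization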
OPRM1-OPRD1 ag = agonists of OPRM1-OPRD1 heterodimerization, primary screen, cell-based, luminescence. cells. 0.3% of 340,000 active. AID 504326, 2011. activation, % at 9.3 µM. Mu-type opioid receptor (Homo sapiens) + Delta-type opioid receptor (Homo sapiens), …; in the data active = activation above about 18%;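 note: 0% = vehicle-treated cells and 100% = reference agonist; values of inactives mirror those of a sister screen read the other way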
DSG3 Ab inh = inhibitors of pemphigus antibody binding to DSG3, primary screen, biochemical, bead-based, flow cytometry, scFv-GFP; DSG3-coupled beads, scFv-anti-DSG3-GFP binding; active compounds read low; AID 588358, 2011; Desmoglein-3 (Homo sapiens), P32926; binding (percent of control), % at 10 µM; 0.48% of 310,000 active;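 active = binding more than 3 SD below its plate's average and above zero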;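 note: hits lower antibody fragment binding to DSG3; some compounds called inactive have numbers as strong as hits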
HTR5A inv ag = HTR5A inverse agonists in luminescence cell assay, primary screen, counter-screen for OPRM1-OPRD1 heterodimer inverse agonist project, full-deck HTS | inhibition, % at 9.3 µM | 0.083% of 340,000 active | HTR5A cell line, inverse agonism | 5-hydroxytryptamine receptor 5A (Homo sapiens), P47898; in the data active = inhibition mostly above about 23%, no sharp cut-off; inactive = mostly below about 18%;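 note: 0% = cells with DMSO and 100% = no-cell wells with DMSO; some compounds called inactive have numbers as strong as hits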
Target sequence (P47898 whole entry, looked up): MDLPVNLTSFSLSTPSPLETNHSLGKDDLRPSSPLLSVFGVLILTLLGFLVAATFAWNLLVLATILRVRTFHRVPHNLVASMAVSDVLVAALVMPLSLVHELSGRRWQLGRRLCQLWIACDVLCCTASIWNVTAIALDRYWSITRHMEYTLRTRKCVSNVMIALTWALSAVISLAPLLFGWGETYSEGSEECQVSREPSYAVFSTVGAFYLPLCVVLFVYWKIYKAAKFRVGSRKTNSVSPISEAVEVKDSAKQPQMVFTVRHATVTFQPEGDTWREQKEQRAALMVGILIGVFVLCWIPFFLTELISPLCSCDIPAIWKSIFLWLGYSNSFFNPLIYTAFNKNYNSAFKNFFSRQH
HTR5A ag = HTR5A agonists in luminescence cell assay, primary screen, counter-screen for OPRM1-OPRD1 heterodimer agonist project, full-deck HTS; 5-hydroxytryptamine receptor 5A (Homo sapiens), P47898; activation, % at 9.3 µM; AID 504692, 2011; cell-based; 0.61% of 340,000 active; in the data active = activation mostly above about 9.5%, no sharp cut-off; inactive = mostly below about 7.6%;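 note: 0% = cells with vehicle only and 100% = reference agonist; strong numbers were not always called active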
DAGLB inh = DAGLB lipase inhibitors, primary screen, biochemical, fluorescence, HTS; AID 504411, 2011; HEK293T DAGLB membrane lysate, EnzChek fluorogenic substrate; inhibition, % at 5.17 µM; 0.059% of 340,000 active; Diacylglycerol lipase-beta (Homo sapiens), Q8NCG7; in the data active = inhibition above about 34%;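 note: 0% = enzyme with vehicle and 100% = wells lacking enzyme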
Arrestin-AP2 inh = inhibitors of beta-arrestin/AP2 binding, primary screen, biochemical, GPCR trafficking, flow cytometry | beta-arrestin 1 C-terminal peptide binding to AP2 beta2-adaptin appendage (human) | FITC-arrestin peptide / GST-AP2 beads; AP2 beta2 appendage carries R879A mutation | inhibition, % at 10 µM | 0.31% of 340,000 active | AID 504490, 2011;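 active = inhibition above a set limit, near 3 SD of compounds lacking own fluorescence, cut at about 54% in these data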;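 note: plate controls were DMSO wells for no effect and 5 µM unlabelled arrestin peptide for full effect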
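System: GST-AP2 R879A glutathione beads. Medium: PBS with 0.05% Tween 20 and 0.1% BSA. Also added: FITC-arrestin peptide, 50 nM. Incubation: 12 min plus 1 h, RT. Measured by: high-throughput flow cytometry of beads, ex 488, em 535 nm. Evaluation: percent drop in bead-associated FITC signal.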
PKA-R2B act = activators of PKA-R2B holoenzyme, primary screen, biochemical, fluorescence polarization, Cy5-IP20, human | cAMP-dependent protein kinase catalytic subunit beta (Homo sapiens) + cAMP-dependent … | PKA-R2B holoenzyme dissociation; R2B truncated from residue 108, S112A mutant; 0% DMSO only, 100% 113 µM cGMP | activation, % at 11.4 µM | 0.079% of 340,000 active;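 active = activation above a cutoff set at the mean over all compounds plus 3 SD, cut at about 18% in these data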;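 note: higher means more holoenzyme dissociation and a rise in polarization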
Target sequence (P31323 whole entry, looked up, other chains not shown, the tested form may be a part): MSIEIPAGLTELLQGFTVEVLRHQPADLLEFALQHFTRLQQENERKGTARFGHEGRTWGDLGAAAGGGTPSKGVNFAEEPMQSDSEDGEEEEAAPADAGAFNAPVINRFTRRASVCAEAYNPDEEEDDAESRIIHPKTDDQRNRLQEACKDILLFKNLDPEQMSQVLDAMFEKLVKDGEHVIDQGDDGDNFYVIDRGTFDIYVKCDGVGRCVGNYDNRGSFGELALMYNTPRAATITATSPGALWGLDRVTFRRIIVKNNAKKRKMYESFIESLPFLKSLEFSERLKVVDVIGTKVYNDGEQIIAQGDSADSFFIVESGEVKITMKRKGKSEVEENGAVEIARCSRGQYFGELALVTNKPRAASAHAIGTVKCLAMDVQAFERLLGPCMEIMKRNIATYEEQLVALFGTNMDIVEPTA
OPRM1-OPRD1 inv = inverse agonists of MOR-DOR heterodimerization, primary screen, cell-based, luminescence | cell-based MOR-DOR heterodimer luminescence, inverse agonism | inhibition, % at 9.3 µM | 0.21% of 340,000 active; in the data active = inhibition above about 22%, passing the limit was not always enough;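 note: 0% = cells with DMSO and 100% = wells without cells with DMSO; values of inactives mirror those of a sister screen read the other way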
V-ATPase pHluor = regulators of yeast V-ATPase proton pumping, primary screen, pHLuorin cytosolic pH fluorescence | 0.37% of 350,000 active | S. cerevisiae | response, % at 10 µM | AID 504577, 2011; in the data active = response mostly above about 7.3%, no sharp cut-off; inactive = mostly below about 5.4%; note: actives read high; inactives centre near 0; some compounds called inactive have numbers as strong as hits; reference of the scale not given here
Numbers without * were called inactive; nt = no result given; & = joins results of further samples.

SMILES	PKA-R1A activ	OPRM1-OPRD1 ag	DSG3 Ab inh	HTR5A inv ag	HTR5A ag	DAGLB inh	Arrestin-AP2 inh	PKA-R2B act	OPRM1-OPRD1 inv	V-ATPase pHluor
Cc1cc(C)c2c(c1)/C(=N/Nc1ccc(S(N)(=O)=O)cc1[N+](=O)[O-])CCC2	-7	0.2	82	-11	-4	2	12	-4	-1	0
CSc1ccccc1NS(=O)(=O)c1cccc2nonc12	-8	-1.5	108	-3	1	3	-2	-2	6	3
O=C(CSc1nnc(Cc2ccccc2)o1)N1CCCc2ccccc21	10	-2.1	110	14	-1	-2	28	-5	12	2
O=C(c1ccc(CS(=O)(=O)c2ccccc2)o1)N1CCOCC1	0	-0.3	109	-8	3	1	-2	-5	2	1
CC1=NN(c2ccc(C)cc2)C(=O)/C1=C/c1ccc(-c2cc([N+](=O)[O-])ccc2O)o1	-3	-1.5	108	3	-1	10	20	2	7	0
Cc1cccc(NC(=O)CNC(=O)COC(=O)c2ccco2)c1C	-2	-3.1	101	27	-11	0	-8	7	13	8
O=C(COc1ccc(Cl)cc1)N/N=C/c1cccc2cccnc12	-6	-0.7	nt	10	-1	-2	1	-1	4	0
O=C(O)c1ccccc1C(=O)NCc1cccnc1	-5	-3.5	104	17	-7	-1	-8	-2	15	-1
O=C1Nc2ccccc2/C1=C/c1cccnc1	1	-4.0	113	13	-3	-1	15	-9	19	0
Cc1cc(NC(=O)CN2C(=O)NC3(CCC(C)CC3)C2=O)no1 (configuration not stated)	1	-2.8	nt	-23	0	2	1	6	15	-2
CC[C@]12c3[nH]c4cc(CCC(=O)N(C)C)ccc4c3CCN1C(=O)[C@@H](CC(=O)NCc1ccco1)C[C@@H]2C(=O)N1CCN(C(=O)c2ccco2)CC1	0	-4.0	109	9	-3	1	5	-6	20	3
CC(=O)c1ccc(NC(=O)CN2C(=O)/C(=C/C=C/c3ccccc3)SC2=S)cc1	1	0.6	80*	17	5	10	-1	5	-2	1
CN(C(=O)COC(=O)c1ccc(S(=O)(=O)N2CCOCC2)cc1)C1CCCCC1	-5	-1.4	95	33	-1	-2	-5	-6	7	-4
COC(=O)c1sc(NC(=O)C(C)c2ccccc2)nc1C (configuration not stated)	5	-0.4	98	2	-1	-8	25	8	2	-3
CC1(C)CCC(C)(C)NC(=S)N1	-3&7	-0.9	109&98	-10	3	1&0	-1	2&11	5	-1&3
CSc1ccc(CCNC(=O)CCc2nnc3ccc(NCCCN4CCCC4=O)nn23)cc1	-8	-2.2	108	-5	-2	5	4	-12	11	0
COCCCNc1ncnc2ccc(C)cc12	-3	0.7	94	-17	0	-3	-3	3	-4	-2
CCOC(=O)c1ccc(COC(=O)CNC(=O)CNC(=O)c2ccc(OC)cc2)o1	-11	-2.2	102	-2	1	-3	14	4	9	0
COc1ccc(C)cc1N(CC(=O)Nc1cccnc1)S(=O)(=O)c1ccccc1	5	5.5	100	11	-4	-2	1	4	-31	1
CC(C)(C)c1nnc2sc(SCC(=O)N3CCCCC3)nn2c1=O	2	-0.6	117	15	-4	2	7	5	3	2
COC(=O)c1ccc(NC(=O)C2CCCN2C(=O)Nc2cccc(C(C)=O)c2)cc1 (configuration not stated)	3	-1.0	95	5	-2	0	-4	-16	7	8
Cc1ccc(/C=N/NC(=O)CSc2nc3ccccc3[nH]2)o1	-8	0.6	117	9	-3	0	-5	-2	-5	-1
CC(NC1CCCC1)C(=O)Nc1ccccc1-c1ccccc1 (configuration not stated)	1	-3.2	nt	4	9	-1	0	-2	17	-5
CCN(CC(=O)NCc1ccc(Cl)cc1)C(=O)c1ccc(S(=O)(=O)NCc2ccco2)cc1	-3	-2.7	101	4	-1	1	20	1	14	-2
Cc1ccc(CSc2nnc3c(n2)OC2(Nc4ccccc4-3)C(=O)Nc3ccc(F)cc32)cc1 (configuration not stated)	3	-14	103	5	-2	18	-12	-1	79*	1
(further entries)
SMILES	PKA-R1A activ	OPRM1-OPRD1 ag	DSG3 Ab inh	HTR5A inv ag	HTR5A ag	DAGLB inh	Arrestin-AP2 inh	PKA-R2B act	OPRM1-OPRD1 inv	V-ATPase pHluor
CCN1C(=O)[C@H]2[C@@H](c3ccc(C)cc3)N3C(=O)N(c4cccc(Cl)c4)C(=O)[C@@]3(CC(C)C)[C@H]2C1=O	0	-0.2	106	-29	11	-6	7	12	1	1
O=C1CC(c2ccccc2)CC(O)=C1C=NCCN1CCN(Cc2ccccc2)CC1 (configuration not stated)	-8	-0.8	109	-15	1	-1	5	-2	4	3
Cc1c(OC(C)C(=O)NCc2ccncc2)ccc2c3c(c(=O)oc12)CCC3 (configuration not stated)	4	-2.3	nt	-4	0	5	0	7	13	1
O=C(CC1SC(=Nc2ccccc2F)N(CCN2CCOCC2)C1=O)Nc1ccc(F)cc1F (configuration not stated)	-1	-0.7	119	3	-4	-1	18	-11	4	1
O=C1/C(=C/Nc2cccc([N+](=O)[O-])c2)CCc2ccccc21	-2	3.5	109	-39	-2	-7	27	4	-19	0
O=C(NC1CC1)C(=O)c1c(-c2ccccc2)[nH]c2ccccc12	-13	-1.3	101	-10	3	-1	13	2	7	2
COc1cc(C=O)ccc1Oc1ccc(S(=O)(=O)N2CCOCC2)cc1[N+](=O)[O-]	-6	-0.7	120	6	-1	1	0	-4	4	-2
O=C(Nc1ncc2c(n1)-c1ccccc1CC2)c1ccc(Cl)cc1	-1	1.4	99	1	0	-5	8	-6	-7	2
CNC(=S)Nc1cccc(-c2cnc3ccccc3n2)c1	2	-2.2	99	-2	0	-5	10	-10	12	0
Cc1nn(C(=O)c2ccc([N+](=O)[O-])cc2)c(C)c1Br	-4	0.1	nt	6	-2	0	-12	-1	0	1
COc1cc(OC)cc(-n2nc(C(=O)N3CC(C)CC(C)C3)c3ccccc3c2=O)c1 (configuration not stated)	3	-1.6	103	12	2	-1	2	-6	9	0
CN(CCOc1ccc(Cl)cc1)CC(O)c1ccccc1 (configuration not stated)	-12	1.0	97	1	0	-2	3	0	-5	3
CN(C)C(CNC(=O)c1ccc(NS(=O)(=O)c2cccc([N+](=O)[O-])c2)cc1)c1ccco1 (configuration not stated)	5	-0.9	nt	8	-2	4	15	-4	5	1
CCn1cc(C(=O)NC2CCCCCC2)c(=O)c2ccc(C)nc21	1	-0.8	98	4	-1	2	3	6	4	-2
COc1ccc(O)c(-c2cc(C(F)(F)C(F)F)nc(-c3ccccc3)n2)c1	4	-1.9	110	0	2	-1	2	-2	11	0
CSCCC(NS(=O)(=O)c1ccc(C)cc1)C(=O)N1CCN(S(=O)(=O)c2ccc(F)cc2)CC1 (configuration not stated)	-11	1.2	96	29	-11	0	26	-4	-8	-1
Cc1ccccc1NC(=O)c1cc(S(=O)(=O)N2CCCCC2)cs1	1	-2.3	100	-4	1	-2	13	-9	13	-3
Cc1ccc(C2(c3ccc(C)cc3)NC(=O)N(Cc3c(C)noc3C)C2=O)cc1	-15	3.7	105	8	1	-5	5	-4	-15	3
Cc1cc2n(n1)C(c1ccsc1)Nc1ccccc1-2 (configuration not stated)	-2	-0.3	98	-2	-8	-5	16	5	1	0
CCNC(=O)COn1c(SCC(=O)NCC)nc2ccccc2c1=O	-1	-2.7	nt	-3	-5	-1	3	-7	16	5
O=C(NCCN1CCOCC1)C(=O)NCc1ccc2c(c1)OCO2	3	-0.4	96	-5	2	0	0	-1	2	-1
Cc1cc(=O)oc2c1c(C)nn2-c1cccc(Cl)c1	1	-0.7	124	-10	3	-13	49	5	3	-5
Cc1c(C(=O)N2CCN(C)CC2)oc2c1C(=O)CC(C)(C)C2	2	-0.5	nt	-20	6	2	8	10	3	-1
CCOc1ccccc1CNC(=O)C1CCN(C(=O)N2CC(C)Oc3ccc(C)cc32)CC1 (configuration not stated)	14	-0.9	97	-2	-1	1	23	1	5	1
Cc1nnc(NC(=O)CCSCCC(=O)Nc2nnc(C)s2)s1	1	-1.5	84	10	-4	0	-4	4	11	1

Of the compounds above, these have two or more sulfur atoms.
SMILES	PKA-R1A activ	OPRM1-OPRD1 ag	DSG3 Ab inh	HTR5A inv ag	HTR5A ag	DAGLB inh	Arrestin-AP2 inh	PKA-R2B act	OPRM1-OPRD1 inv	V-ATPase pHluor
CSc1ccccc1NS(=O)(=O)c1cccc2nonc12	-8	-1.5	108	-3	1	3	-2	-2	6	3
CC(=O)c1ccc(NC(=O)CN2C(=O)/C(=C/C=C/c3ccccc3)SC2=S)cc1	1	0.6	80*	17	5	10	-1	5	-2	1
CC(C)(C)c1nnc2sc(SCC(=O)N3CCCCC3)nn2c1=O	2	-0.6	117	15	-4	2	7	5	3	2
CSCCC(NS(=O)(=O)c1ccc(C)cc1)C(=O)N1CCN(S(=O)(=O)c2ccc(F)cc2)CC1 (configuration not stated)	-11	1.2	96	29	-11	0	26	-4	-8	-1
Cc1ccccc1NC(=O)c1cc(S(=O)(=O)N2CCCCC2)cs1	1	-2.3	100	-4	1	-2	13	-9	13	-3
Cc1nnc(NC(=O)CCSCCC(=O)Nc2nnc(C)s2)s1	1	-1.5	84	10	-4	0	-4	4	11	1
